GPR151 activ: activates the human receptor GPR151. AID 1508602. 1% of 650,000 active. Q8TDV0. PathHunter beta-arrestin GPR151 cells, luminescence. activation, % at 11.2 µM; in the data active = activation above about 4.9%;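 note: 0% = median of compound wells and 100% = cells with positive control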
Target sequence (Q8TDV0 whole entry, looked up): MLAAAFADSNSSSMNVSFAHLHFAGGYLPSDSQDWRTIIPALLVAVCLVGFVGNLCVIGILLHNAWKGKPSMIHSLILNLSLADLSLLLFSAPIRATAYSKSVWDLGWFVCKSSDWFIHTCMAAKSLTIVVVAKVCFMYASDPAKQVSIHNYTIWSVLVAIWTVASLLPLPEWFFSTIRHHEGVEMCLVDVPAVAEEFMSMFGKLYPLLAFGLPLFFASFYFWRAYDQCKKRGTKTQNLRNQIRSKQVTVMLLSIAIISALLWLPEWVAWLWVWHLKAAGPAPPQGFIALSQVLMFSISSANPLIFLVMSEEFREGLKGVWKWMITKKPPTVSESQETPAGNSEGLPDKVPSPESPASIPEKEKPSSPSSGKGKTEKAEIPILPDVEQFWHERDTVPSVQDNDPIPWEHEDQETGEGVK
MITF primary: human MITF inhibition, primary screen | inhibition, % at 2.6 µM | O75030 | 0.91% of 650,000 active | AlphaScreen MITF homodimerization, bead proximity signal; in the data active = inhibition above about 50%;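 note: 0% = vehicle wells with protein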
FBW7 act: activators of human E3 ligase FBW7; AlphaScreen FBW7–phospho-cyclin E peptide binding, activator screen; 0.13% of 650,000 active; normalized activity (activation), % at 26.1 µM; AID 1259310; in the data active = normalized activity above about 1.9%;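 note: purified mutant Fbw7 with reduced substrate affinity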
Target sequence (Q969H0 whole entry, looked up): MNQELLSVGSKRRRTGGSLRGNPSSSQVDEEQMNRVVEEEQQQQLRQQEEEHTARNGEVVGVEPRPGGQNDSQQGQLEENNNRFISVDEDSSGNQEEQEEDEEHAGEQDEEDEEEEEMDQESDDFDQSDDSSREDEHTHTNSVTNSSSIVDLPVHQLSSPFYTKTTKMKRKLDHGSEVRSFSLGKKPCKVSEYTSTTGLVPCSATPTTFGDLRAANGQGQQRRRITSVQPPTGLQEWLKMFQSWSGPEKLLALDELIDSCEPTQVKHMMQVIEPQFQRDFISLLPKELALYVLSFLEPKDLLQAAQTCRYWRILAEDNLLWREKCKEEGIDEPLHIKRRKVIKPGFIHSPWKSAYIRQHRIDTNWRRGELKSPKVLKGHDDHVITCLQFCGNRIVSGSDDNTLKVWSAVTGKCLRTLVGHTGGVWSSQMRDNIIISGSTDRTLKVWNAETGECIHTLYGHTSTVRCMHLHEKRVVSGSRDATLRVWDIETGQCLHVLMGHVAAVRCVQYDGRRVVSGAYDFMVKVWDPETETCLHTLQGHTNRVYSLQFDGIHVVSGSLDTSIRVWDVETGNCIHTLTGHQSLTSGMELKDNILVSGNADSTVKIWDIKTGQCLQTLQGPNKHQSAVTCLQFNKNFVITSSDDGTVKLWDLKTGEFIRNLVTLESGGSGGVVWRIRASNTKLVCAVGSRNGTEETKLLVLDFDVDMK
TEAD-YAP block: TEAD-YAP interaction inhibition; HEK-TIYL cells, TEAD-Gal4/YAP UAS-luciferase luminescence; inhibition, % at 9.12 µM; 1.4% of 640,000 active; in the data active = inhibition above about 32%;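 note: 0% = median of test compound wells and 100% = reference inhibitor wells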
* = called active by the depositor.

Values run as follows: GPR151 activ	MITF primary	FBW7 act	TEAD-YAP block
- N#CC1=C(SCC(N)=O)NC(=O)CC1c1ccc(Br)cc1 (stereo not given)
  -1.3	-2.5	-0.1	-0.9
- CCCOC(=O)CC1C(=O)NCCN1Cc1ccccc1 (stereo not given)
  0.7	-8.5	-0.1	-0.9
- Cc1ccc(C(C)C)c(OCC(=O)Nc2ccc(NC(=O)c3ccc(C(C)(C)C)cc3)cc2)c1
  -0.4	0.6	-0.1	5.4
- CC(C)COc1ccc(C(=O)N/C(=C/c2ccccc2)C(=O)NCCCC(=O)O)cc1
  0.9	1.0	-0.1	14.6
- Brc1ccc(-n2cc(-c3ccccc3)c3c(NCC4CCCO4)ncnc32)cc1 (stereo not given)
  -1.0	-2.3	-0.2	0.8
- COCCCNC(=O)CSc1nnc(-c2ccc(OC)c(OC)c2)c(-c2ccc(OC)c(OC)c2)n1
  1.1	10.0	0.0	-1.6
- CCOc1ccc(C(=O)Nc2ccc(Nc3ccc(C)nn3)cc2)cc1
  -0.7	-11.5	0.1	-3.1
- O=C(O)c1ccc(N2CCN(c3ccccc3Cl)CC2)c([N+](=O)[O-])c1
  -0.3	-3.7	0.0	2.7
- O=C(CN1C(=O)CCc2ccccc21)N1CCN(c2cccc(Cl)c2)CC1
  0.4	7.8	0.0	-6.4
- CCOC(=O)C[n+]1c(N)n(N)c2ccccc21
  2.4	-2.5	-0.1	9.1
- CC(C)(C)C1CCc2c(sc3c2C(=O)NC(c2ccc(O)c([N+](=O)[O-])c2)N3)C1 (stereo not given)
  -1.6	15.8	0.4	2.4
- COc1cccc(NC(=O)c2ccc(-c3ccc(C(C)=O)s3)nc2N(C)C)c1
  -0.3	-12.4	-0.2	11.2
- Cc1nc(N(C)c2ccc(C(C)C)cc2)c2c(C)c(C(=O)N3CCCc4ccccc43)sc2n1
  0.1	-21.2	0.1	2.0
- Cc1ccc(N2C(=O)C3C(C2=O)C2(C)CC3(C)CC2=O)c(C)c1 (stereo not given)
  0.4	7.5	-0.2	-1.6
- CC(CN=CC1=C(O)CC(C)(C)CC1=O)c1ccccc1 (stereo not given)
  2.5	6.2	-0.2	2.7

Some of these compounds in order of formula weight, low to high:
Values run as follows: GPR151 activ	MITF primary	FBW7 act	TEAD-YAP block
- CCOC(=O)C[n+]1c(N)n(N)c2ccccc21
  2.4	-2.5	-0.1	9.1
- O=C(O)c1ccc(N2CCN(c3ccccc3Cl)CC2)c([N+](=O)[O-])c1
  -0.3	-3.7	0.0	2.7
- Cc1nc(N(C)c2ccc(C(C)C)cc2)c2c(C)c(C(=O)N3CCCc4ccccc43)sc2n1
  0.1	-21.2	0.1	2.0

(further entries)
Values run as follows: GPR151 activ	MITF primary	FBW7 act	TEAD-YAP block
- CCOC(=O)Nc1ccccc1C(=O)OC
  -0.9	4.1	0.0	2.7
- COC(=O)C1=CN(Cc2ccc(F)cc2)C=C(C(=O)OC)C1c1cccc(OC)c1OC
  1.5	1.4	0.2	-3.6
- CCOc1ccc(-n2nc(C(=O)N3CCOCC3)c3ccccc3c2=O)cc1
  -1.4	-6.2	0.0	-2.6
- NC(=O)c1ccccc1NC(=O)c1ncoc1-c1cccs1
  1.0	-4.2	0.0	-20.7
- CS(=O)(=O)NN1C(=O)c2ccccc2NC1c1ccccn1 (stereo not given)
  -1.0	-0.8	-0.1	1.1
- O=C(CCCCCn1c(=S)[nH]c2ccsc2c1=O)N1CCN(c2ccccc2)CC1
  -0.4	-11.7	-0.1	1.9
- COCCN1C(=O)CC(NNC(=O)c2ccc(Br)s2)C1=O (stereo not given)
  0.3	14.1	0.3	-12.1
- Cc1ccc(CNC(=O)C(C)SCc2ccccc2)cc1 (stereo not given)
  8.1*	-6.5	-0.1	-1.6
- O=C(CCC1CCCN(C(=O)C2=CCCC2)C1)NCc1ccc(F)c(F)c1 (stereo not given)
  0.8	6.6	0.0	-13.1
- Cc1c(C(=O)O)oc2cc3sc(N4CCCCC4)nc3cc12
  -6.7	0.0	-0.1	-29.5
- O=C(NC1CCSC1=O)c1ccc(OCc2ccc3ccccc3n2)cc1 (stereo not given)
  -2.1	-2.6	-0.1	-32.3
- CC(C)c1ccc(NC(=O)CSc2nc3ccccc3c(=O)n2C2CC2)cc1
  -1.4	-2.8	0.0	6.4
- O=C(O)c1cnccc1C(=O)NCCc1ccccc1
  0.9	-19.1	-0.1	3.4
- CC(=O)Oc1cccc(C(=O)N2CCC(C)CC2)c1
  -0.4	-1.6	1.0	3.2
- CC1=C(C(=O)Nc2ccccc2)C(c2cccs2)C(C#N)=C(SCC(=O)Nc2cccc(C)c2C)N1 (stereo not given)
  -0.2	-8.7	0.3	12.7

Next section
Values run as follows: GPR151 activ	MITF primary	FBW7 act	TEAD-YAP block
- Cc1ccc(N2C(=O)NC(=O)/C(=C/c3ccc(C(=O)O)cc3)C2=O)cc1
  0.2	-9.9	0.0	-6.3
- COCCNC(=O)c1cc2c(=O)n(C)c3ccccc3c2s1
  1.1	0.3	0.1	1.8
- O=C(O)Cc1ccc(NC(=O)Nc2ccc(Cl)cc2Cl)cc1
  0.4	1.7	-0.4	14.8
- O=[N+]([O-])c1ccccc1S(=O)(=O)Nc1ccc(S(=O)(=O)N2CCCCC2)cc1
  0.5	0.5	-0.1	-7.6
- CN(C)c1ccc(C2C=C(Nc3ccccc3)C(=O)N2c2ccccc2)cc1 (stereo not given)
  -0.3	9.6	0.0	-4.3
- CC(Oc1ccc(F)cc1)C(=O)N(Cc1ccccc1Cl)C1CCS(=O)(=O)C1 (stereo not given)
  0.0	-11.4	0.0	-4.8
- Cc1nc2ccc(C(=O)NC3CCCCCC3)cc2nc1C
  -7.4	-16.2	0.3	49.8*
- OC(COc1ccccc1F)Cn1cnc2ccccc21 (stereo not given)
  0.1	8.8	-0.1	-32.8
- CCOC(=O)c1ccc(NC(=O)C2CC(=O)N(C)C(=Nc3ccccc3OC)S2)cc1 (stereo not given)
  -0.8	0.3	-0.1	5.6
- NC(C(=O)N1CCC(C(=O)Nc2ccc3[nH]ncc3c2)C1)c1cccc(Cl)c1 (stereo not given)
  0.7	14.6	-0.1	-1.4
- CCOC(=O)c1sc2nc(SCc3cc(F)ccc3F)n(Cc3cccs3)c(=O)c2c1C
  0.1	-13.2	0.3	3.7
- CC1(C)CCCC(C)(C)N1CCO
  -0.8	3.5	0.1	2.1
- C=CCn1c(-c2ccc(OC)cc2)c(C)sc1=Nc1ccc(Br)cc1
  0.2	8.9	0.0	-9.1
- COc1ccccc1/C=C(/C#N)C(=O)NCc1ccco1
  0.2	17.8	0.5	-2.6
- CCOc1ccc(C2(O)CN(c3ccc(OC)cc3)C3=[N+]2CCCC3)cc1 (stereo not given)
  0.3	-14.1	-0.1	-1.3

Continued.
Values run as follows: GPR151 activ	MITF primary	FBW7 act	TEAD-YAP block
- Cc1ccc(OC(=O)CCC(=O)Nc2ccc(S(=O)(=O)Nc3nccs3)cc2)cc1
  0.5	-12.0	0.0	-5.5
- CCCN(Cc1ccccc1)S(=O)(=O)c1ccc(N2C(=O)CCC2=O)cc1
  -1.0	-2.0	-0.3	-0.5
- CCCCC(=O)Nc1ccc(C(=O)Nc2ccccc2C(=O)NC(C)(C)C)cc1
  1.0	5.9	0.0	-8.4
- CC(=O)Nc1ccc(NC(=S)NC(=O)c2cccc([N+](=O)[O-])c2)cc1
  -2.0	12.1	0.0	8.7
- CC(C(=O)Nc1ccccc1F)c1ccc([N+](=O)[O-])cc1 (stereo not given)
  0.9	15.3	0.0	11.7
- CCc1c(C)n2c(C)c(CC)c(=O)n2c1=O
  -0.3	-8.4	0.1	6.2
- CCC1(CC)NC(=O)N(CC(=O)OCC(=O)Nc2sccc2C#N)C1=O
  0.4	4.2	0.3	-5.8
- CN1CCN(c2ccc([N+](=O)[O-])c(NCc3cccnc3)c2)CC1
  -2.0	8.3	0.5	11.1
- CC(C)Cn1cc(C(=O)NCC2CCCO2)c2c3ccccc3n(C)c2c1=O (stereo not given)
  -0.6	-2.0	-0.1	-27.4
- Cc1oc(-c2ccccc2F)nc1CS(=O)(=O)CC(=O)N1C(C)CCCC1C (stereo not given)
  -0.6	15.5	-0.2	19.2
- O=C(NCc1cccnc1)c1cccc(Nc2ccc(-n3ccnc3)cc2)n1
  -1.2	-0.9	0.0	3.4
- Cc1ncc2c(c1Oc1ccc([N+](=O)[O-])c3nonc13)COC(C)OC2 (stereo not given)
  -0.3	-9.7	0.0	-5.3
- Cc1ccc(S(=O)(=O)N(CC(=O)NCc2ccco2)c2ccccc2C)cc1
  -0.2	10.1	-0.1	9.4
- O=C(NCc1ccco1)c1sc2cc(F)ccc2c1Cl
  0.7	-2.3	0.1	-5.9
- CN(C)S(=O)(=O)c1ccc(C(=O)N=c2sc3cc([N+](=O)[O-])ccc3n2C)cc1
  1.5	4.7	0.0	0.6

Additional entries follow.
Values run as follows: GPR151 activ	MITF primary	FBW7 act	TEAD-YAP block
- Cc1cc(C)c2cc(C#N)c(SCC(=O)Nc3nccs3)nc2c1
  -0.6	3.2	0.2	4.4
- CN(C)C(CC(=O)Nc1cccc(C(F)(F)F)c1)C(=O)O (stereo not given)
  -1.6	3.3	0.0	-3.4
- COc1ccc(NC(=O)CN(c2cc(Cl)ccc2OC)S(C)(=O)=O)cc1
  -0.8	5.0	0.1	6.3
- CCOC(=O)Cc1ccc(N(Cc2ccccc2)S(=O)(=O)c2ccc(F)c(C)c2)cc1
  1.8	13.3	0.5	7.0
- Cc1cc(C(=O)N=c2sc3cc4c(cc3n2C)OCCO4)no1
  0.3	76.3*	-0.1	-23.2
- Nc1nnc(SCc2ccc(F)c3ccccc23)s1
  0.4	12.8	0.2	-19.4
- CCC(C)(C)NC(=O)C(c1cccnc1)N(C(=O)c1csnn1)c1cc(C)ccc1C (stereo not given)
  0.4	9.2	0.0	10.6
- Cc1cc(C2C(C#N)=C(N)N(c3cccc(Br)c3)C3=C2C(=O)CC(C)(C)C3)c(C)s1 (stereo not given)
  -0.3	-57.5	-0.1	-14.0
- Cc1cc(C)n(-c2ccc(Cl)c(Cl)c2)n1
  -0.6	11.2	0.3	4.1
- O=S(=O)(c1ccccc1F)N1CCN(c2ncnc3c2nnn3-c2ccc(Cl)cc2)CC1
  -0.6	13.7	0.1	2.6
- CCCC(C)C(=O)Nc1ccccc1C(=O)OC (stereo not given)
  1.5	14.8	0.3	-3.0
- Cc1cc2c(s1)c1cnn(Cc3ccncc3)c(=O)c1n2C
  -0.1	-3.6	0.0	15.7
- Cc1cc(NC(=O)c2oc3c(c2C)C(=O)CC(C)(C)C3)no1
  -0.5	-8.2	-0.1	2.0
- O=C(/C=C/c1cccs1)NNC(=O)CC12CC3CC(CC(C3)C1)C2
  1.0	-22.1	0.0	-5.1
- CN(c1ccccc1)S(=O)(=O)c1nnc(NC(=O)COc2ccccc2F)s1
  2.8	-12.3	-0.1	-0.4

(list continues)
Values run as follows: GPR151 activ	MITF primary	FBW7 act	TEAD-YAP block
- CC(C)Nc1nc(Cl)nc(N2CCSCC2)n1
  0.7	15.5	0.4	17.9
- O=C1C2C3C=CC(C4CC34)C2C(=O)N1/N=C/c1ccc(Br)cc1 (stereo not given)
  0.5	-1.7	-0.1	-14.4
- CCN(CC)c1ccc(C=Nc2ccccc2C#N)c(O)c1
  2.7	-13.7	-0.1	3.2
- Cc1ccc(NC(=O)CSc2nc(-c3ccccc3)nc3c2CCCC3)cc1
  0.0	0.8	0.0	-0.8
- CCCNC(=O)Cc1ccc(NC(=O)C2=C(C)OCCS2)cc1
  0.1	2.7	0.4	-1.0
- CC(C)OC(=O)/C(C#N)=C\c1cccnc1
  1.1	-28.6	0.1	4.8
- COc1cccc(NC(=O)c2sc3ccccc3c2Cl)c1
  -1.2	1.9	0.1	25.9
- NC1=NC(=O)/C(=C\c2cccc([N+](=O)[O-])c2O)S1
  0.3	2.5	0.2	8.0
- Cc1cc(C)c2oc(=O)cc(CN(C)CCO)c2c1
  -0.2	0.2	-0.1	-5.8
- CC1=C(C(=O)N2CCOCC2)C(c2ccc(Cl)cc2)NC(=O)N1 (stereo not given)
  0.2	-0.7	-0.2	-9.4
- COc1ccc(NC(=O)COc2cc(C)ccc2C(C)C)c(OC)c1
  -1.5	0.7	-0.1	2.6
- Cn1c(N)c(S(=O)(=O)N2CCC(Cc3ccccc3)CC2)c(=O)n(C)c1=O
  -1.8	-10.4	-0.3	-7.4
- Cc1cc(C)cc(N2C(=O)C3C4CCC(C4)C3C2=O)c1 (stereo not given)
  2.2	-12.7	0.0	4.8
- N#C/C(=C\c1ccccc1C(=O)O)c1nc2ccccc2[nH]1
  0.3	6.8	-0.1	-15.5
- O=C1S/C(=C/c2ccccc2)C(=O)N1CN1CCCCC1
  0.9	-2.2	-0.1	1.8

The listing continues.
Values run as follows: GPR151 activ	MITF primary	FBW7 act	TEAD-YAP block
- COC(=O)C1=CN(C)C=C(C(=O)OC)C1c1cccc(C)c1
  -0.2	-6.0	0.3	-0.3
- CCc1cc2c(cc(C(=O)NCc3cccnc3)n2C)s1
  -0.7	3.1	-0.2	-24.5
- CCOC(=O)CNC(=S)N(Cc1cccs1)C1CCCCC1
  -0.3	7.1	0.0	0.8
- CC1CC(C)(C)CC2(C1)NC(=O)N(CC(=O)Nc1ccc(C(N)=O)cc1)C2=O (stereo not given)
  0.9	9.0	0.3	10.0
- COCc1nc2ccccc2n1Cc1ccccc1
  -1.2	9.0	1.0	-15.8
- NNc1nc(-c2ccccc2)c2ccccc2n1
  0.3	11.6	0.0	-0.9
- CCN1CCC(CCc2ccc(NC(=O)c3cnccn3)cc2)C(C)C1 (stereo not given)
  -0.5	10.6	-0.1	-65.5
- Cc1ccccc1C=Nc1ccccc1C(N)=O
  -0.5	-13.7	-0.1	49.5*
- Cc1c(C(=O)Oc2ccc(F)cc2)sc2ncn(Cc3cccc(F)c3)c(=O)c12
  0.9	14.8	0.8	-7.2
- COC(=O)CC1=C(C(=O)OC)C(c2ccc(C#N)cc2)C(C#N)=C(N)O1 (stereo not given)
  -1.6	3.1	0.3	-4.9

High-throughput results from PubChem BioAssay.
